HepG2 viability: HepG2 cytotoxicity, counter-screen for TGF-b inhibitors; HepG2 CAGA-GFP viability, ATP luminescence, 18 h; Potency, µM (highest dose often 46.1 µM), without a hit: top-dose activity change, negative = cytotoxicity, usual class: cytotoxic; 0.76% of 410,000 active; AID 588856; also: potency is read from the fitted curve at half-maximal effect; some results filed as inactive show a strong effect at the top dose
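CellTiter-Glo luminescence gave cytotoxicity after 18 hours at 37 degrees C. The cells were HepG2 CAGA-GFP in 1% FBS DMEM, stimulated with 500 pg/mL TGF-beta after compound addition. %Activity was normalised to no-cell wells (complete cell-killing) and DMSO (no toxicity), and curves were fitted and classified.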
Akt phos inh: Akt phosphorylation inhibition; activity change, % for hits at 50 µM; 0.32% of 360,000 active; Neuro2A IGF-stimulated pAkt S473 HTRF, 20 min; hits give low values; in the data active = activity change below about -80%; inconclusive = mostly about -51% to -80%; also: % is scaled to controls: 0 for no effect and ±100 for the full control effect
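Neuro2A cells in DMEM with 0.5% FBS, overnight at 37 deg C, given compound at single 50 µM final, then IGF (6 nM final) for 20 min at 37 deg C. Lysed; phospho-Akt Ser473 by HTRF after 24 h, 665/615 ratio.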
A549 viability: kills or reduces viability of A549 cells in Nrf2 counter-screen; A549 ARE-Fluc cells, CellTiter-Fluor viability, 18-24 h; Potency, µM (titrated, usually from 46 µM), inactives show top-dose activity change, negative = cytotoxicity, usual class: inhibitors; 0.16% of 390,000 active; also: potency is read from the fitted curve at half-maximal effect; % is scaled to controls: 0 for no effect and ±100 for the full control effect
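A549 ARE_Fluc cells in 5% FBS OPTI-MEM were exposed to compounds in concentration-response for 18-24 h at 37 deg C. Viability was read by CellTiter-Fluor fluorescence (Ex 405/Em 525) after 30 min, before the luciferase read.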
CCT chaperon mod: modulators of cytosolic chaperonin (CCT/TRiC) activity. purified chaperonin ATPase assay, HTRF ADP detection, 30 min. 0.3% of 360,000 active. AID 651819. activity change, % (test concentration not listed), hits read low; in the data active = activity change below about -30%; also: % is scaled to controls: 0 for no effect and ±100 for the full control effect
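ATPase activity: ADP formed was measured by HTRF Transcreener (665/615 nm ratio) after 30 min at 37 deg C with 10 uM ATP. Compounds screened at one 76 uM concentration against 40 or 20 nM TRiC in Tris pH 7.4/KCl/MgCl2/DTT buffer.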
Mm-Cpn inhibitor: blocks the Methanococcus maripaludis chaperonin Mm-Cpn; AID 504842; Potency, µM (highest dose often 76.9 µM), for inactives: at the top dose activity, negative = inhibition, usual class: inhibitors; 0.031% of 330,000 active; purified Mm-Cpn ATPase, ADP Transcreener TR-FRET; also: potency is read from the fitted curve at half-maximal effect; % is scaled to controls: 0 for no effect and ±100 for the full control effect; nearly all actives have a fitted effect of over 80% in size
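Eu-cryptate anti-ADP/ADP-d2 competition gives a ratio inversely related to ADP. Enzyme at 25 nM was pre-exposed to compound for 10 min, then given 10 uM ATP for 30 min, 37°C throughout.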
Nrf2 block: inhibitors of Nrf2 signaling; A549 ARE-Fluc reporter, luciferase luminescence, 18-24 h; Potency, µM (top dose mostly 46 µM), for inactives: top-dose activity change, negative = inhibition, usual class: inhibitors; 2.1% of 360,000 active; AID 504444; also: potency is read from the fitted curve at half-maximal effect; % is scaled to controls: 0 for no effect and ±100 for the full control effect; nearly all actives have a fitted effect of over 60% in size
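Concentration-response testing used A549 ARE_Fluc cells at 5000 cells/well. Following an 18-24 h compound incubation, viability was read by fluorescence (Ex 405/Em 525) and luciferase output by luminescence.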
TGFb inhibitor: TGF-b pathway inhibition. HepG2 CAGA-GFP TGF-b/SMAD3 reporter, GFP fluorescence, 18 h; TGF-beta stimulated, 500 pg/mL final. Potency, µM (top dose mostly 46.1 µM), for inactives: at the highest dose activity, negative = inhibition, actives largely listed as inhibitors. 1.2% of 410,000 active. AID 588855; also: potency is read from the fitted curve at half-maximal effect; % is scaled to controls: 0 for no effect and ±100 for the full control effect; nearly all actives have a fitted effect of over 65% in size
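Inhibition was scored as loss of TGF-beta-induced (500 pg/mL final, 18 hours, 37 degrees C) GFP in HEPG2 cells carrying a CAGA-GFP reporter, in DMEM with 1% FBS. Well GFP was summed per cell; Activity was normalised to unstimulated and stimulated DMSO wells, then concentration-response fitting.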
Abeta rescue: A-beta toxicity reversal in yeast; 0.063% of 410,000 active; yeast expressing A-beta42, growth rescue, OD600, 48 h; response scale: 0% DMSO, 100% iron-clioquinol control; Potency, µM (highest dose often 46.1 µM), for inactives: top-dose growth rescue, hits mostly activators; also: potency is read from the fitted curve at half-maximal effect; nearly all actives have a fitted effect of over 55% in size
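Yeast A-beta toxicity model in growth medium with pinned compounds, 48 h at 30 C; growth read as absorbance at 600 nm. Normalized to FeCl3/clioquinol equimolar mix (positive) and DMSO (negative).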
Nrf2 ARE act: Nrf2 pathway activation; AREc32 ARE-luciferase reporter (MCF7-derived line), luminescence, 24 h; 0.31% of 410,000 active; Potency, µM (titrated, usually from 46.1 µM), for the others: at the highest dose activation, usual class: activators; also: potency is read from the fitted curve at half-maximal effect; % of control where 0% means no effect; nearly all actives have a fitted effect of over 65% in size
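Each well held 1000 AREc32 cells, which were incubated with compound for 24 hr at 37 deg C after overnight attachment, and ARE reporter activity was quantified by firefly luciferase luminescence.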
* = called active by the depositor; i = inactive; ? = inconclusive; / = no result given; & = joins results of further samples; [ ] = remark or other dose. Unless noted, calls follow the shape of the dose curve; as a rule, active = well fitted curve in the direction sought with a large enough effect; inconclusive = small, poorly fitted or top-dose-only effect, or another doubt; inactive = no such curve, though single readings can be large; an effect the other way counts as inactive or inconclusive. Compounds were not picked by outcome (roughly 4.3% active in at least one column).

SMILES	HepG2 viability	Akt phos inh	A549 viability	CCT chaperon mod	Mm-Cpn inhibitor	Nrf2 block	TGFb inhibitor	Abeta rescue	Nrf2 ARE act
O=C(O)c1ccc(C=C(c2nc3ccccc3s2)c2nc3ccccc3s2)cc1	-80.6%	i	-22.1%	-2.7	0.9%	?	?	-18.4%	?
CCOC(=O)c1cc(S(=O)(=O)Nc2ccc(OC)cc2OC)cn1C	4.4%	/	11.0%	-5.6	-1.3%	?	-12.1%	1.8%	3.2%
O=C(COc1ccccc1[N+](=O)[O-])Nc1cccc(S(=O)(=O)NC2=NCCCCC2)c1	1.5%	i	-7.6%	-1.6	0.8%	-24.3%	3.7%	7.3%	28.9%
CN(C)S(=O)(=O)c1cc(C(=O)OCCn2cnc3c2c(=O)n(C)c(=O)n3C)ccc1Cl	1.0%	i	-5.9%	0.3	0.0%	-4.9%	0.8%	-5.6%	-0.3%
S=C(NNC(=S)NC1CC2CCC1C2)NC1CC2C=CC1C2 (centres undefined)	-27.7%	i	-7.9%	-2.0	1.1%	11.4%	-4.1%	3.1%	4.8%
COc1ccc(C)cc1NC(=O)CSc1nc(=O)n(Cc2ccccn2)c2c1CCC2	-31.9%	/	7.0%	/	/	/	8.91µM*	-5.1%	7.1%
CCC1(c2ccc(F)cc2)NC(=O)N(CC(=O)N2CCc3ccccc32)C1=O (centres undefined)	-0.8%	i	-2.9%	-0.6	1.3%	-16.2%	?	3.9%	-0.1%
C[C@H]1COc2cc(N3CCN(Cc4ccccc4F)CC3)ccc2S(=O)(=O)N1	/	i	/	-2.3	/	/	/	-9.9%	0.2%
COC(=O)c1ccc(/C=N/NC(=S)NCCN2CCOCC2)cc1	-8.0%	i	1.4%	-2.4	-6.1%	8.2%	-11.5%	-2.5%	-0.5%
C[C@H](NC(=O)[C@@H]1Cc2ccccc2CN1)C(=O)NC1CCCC1	-5.3%	i	-5.5%	-0.4	2.4%	2.8%	0.1%	9.0%	-1.2%
CCC(C)Sc1ccc([C@@H]2[C@H]3C(=O)N(CC)C(=O)[C@H]3[C@]3(C(=O)OC)CCCN23)cc1OC (some centres undefined)	-4.9%	i	-3.6%	1.0	-10.0%	0.8%	-18.0%	0.9%	-0.2%
O=C(O)c1c2c(nc3ccccc13)/C(=C/c1cccc([N+](=O)[O-])c1)CCC2	-1.2%	i	-10.1%	-2.4	-2.3%	1.1%	19.5%	-22.1%	2.4%
Oc1c(C(c2ccccc2)N2CCC(O)CC2)sc2nc(-c3ccco3)nn12 (centres undefined)	6.4%	/	4.2%	/	/	/	6.6%	-3.4%	-0.9%
CC(=O)Nc1nnc(SCC(=O)NCCOc2ccccc2)s1	19.7%	/	-1.8%	1.0	-0.5%	6.0%	21.2%	8.5%	-1.0%
CN(C)CCNC(=O)CNC(=S)N(Cc1ccccc1)Cc1ccccc1F	1.8%	i	1.8%	-0.9	3.5%	11.8%	0.1%	1.3%	0.0%
Cc1ccc(NC(=O)c2cc(S(=O)(=O)N3CCCCC3)ccc2N2CCOCC2)c(C)c1	-1.3%	i	/	-1.6	/	/	-9.2%	4.7%	-1.1%
N#Cc1ccccc1NC(=O)CSc1nc(-c2ccccc2)cc(C(F)(F)F)c1C#N	-15.9%	/	0.0%	/	/	-14.8%	20.1%	0.9%	0.4%
COc1cc(Cl)c(NS(=O)(=O)c2ccc(-c3coc(C)n3)cc2)c(OC)c1	-21.8%	/	-4.3%	/	/	/	-16.1%	-4.7%	0.4%
COc1ccc(CN2CCN(Cc3c[nH]c4ccccc34)CC2CCO)c(F)c1 (centres undefined)	0.0%	i	-16.6%	0.4	-0.7%	-11.5%	-6.9%	24.1%	3.3%
COc1cccc(CN=C2Nc3ccccc3CS2)c1	0.9%	i	1.0%	-0.2	2.4%	-2.4%	?	-3.6%	2.6%
COc1cccc(N(CC(=O)N2CCc3ccccc3C2)S(C)(=O)=O)c1	-15.5%	-106.4%*	-3.0%	-0.1	-2.6%	4.8%	?	26.2%	0.4%
CN(C)c1cc(-c2ccc(C#N)cc2)oc(=O)c1Cl	-7.5%	i	-3.8%	0.2	5.3%	?	-12.1%	-7.6%	2.4%
Cn1c(/N=C/c2cccs2)nc2ccccc21	-13.4%	i	-3.0%	-11.8	0.4%	18.8%	?	7.3%	-0.1%
Cc1cccc2sc(N3CCN(C(=O)CS(=O)(=O)c4ccc(F)cc4)CC3)nc12	-19.3%	/	?	/	/	/	-21.0%	19.0%	0.5%
O=C(NCc1ccco1)c1cccc2c1C(=O)c1ccc(N3CCC(Cc4ccccc4)CC3)cc1S2(=O)=O	-6.6%	i	-0.7%	-0.9	?	-13.8%	15.6%	8.1%	-0.3%
Cc1cc(/C=N/n2c(COc3ccccc3)nc3ccccc3c2=O)c(O)c([N+](=O)[O-])c1	-18.7%	i	-9.2%	-3.7	-0.3%	?	15.8µM*	-22.6%	4.8%
CN(C)S(=O)(=O)c1ccc(N=Cc2c(C(F)(F)F)[nH][nH]c2=O)cc1	2.8%	i	4.2%	2.3	1.2%	13.4%	2.3%	-5.6%	-0.5%
Cn1nc(C(=O)Nc2ccc(S(=O)(=O)N3CCCC3)cc2)ccc1=O	-24.1%	i	-4.7%	0.7	-2.6%	-21.7%	0.9%	8.3%	-0.8%
COc1cc(NC(=O)CCc2c(C)nn(-c3ccc(N4CCOCC4)nn3)c2C)cc(OC)c1OC	-2.7%&-33.1%	i	-7.7%&0.8%	-1.1	0.6%	?	?	4.2%&-15.0%	-0.7%&0.3%
COc1ccccc1-c1cc(C(F)(F)F)nc(S(=O)(=O)CCCC(=O)Nc2ccc(F)c(Cl)c2)n1	-4.2%	/	4.4%	/	/	6.1%[9.27 µM]	0.3%	1.4%	-0.6%

In the list so far, 2 have a cyano group.
SMILES	HepG2 viability	Akt phos inh	A549 viability	CCT chaperon mod	Mm-Cpn inhibitor	Nrf2 block	TGFb inhibitor	Abeta rescue	Nrf2 ARE act
N#Cc1ccccc1NC(=O)CSc1nc(-c2ccccc2)cc(C(F)(F)F)c1C#N	-15.9%	/	0.0%	/	/	-14.8%	20.1%	0.9%	0.4%
CN(C)c1cc(-c2ccc(C#N)cc2)oc(=O)c1Cl	-7.5%	i	-3.8%	0.2	5.3%	?	-12.1%	-7.6%	2.4%

Next part:
SMILES	HepG2 viability	Akt phos inh	A549 viability	CCT chaperon mod	Mm-Cpn inhibitor	Nrf2 block	TGFb inhibitor	Abeta rescue	Nrf2 ARE act
Cc1nnc(NC(=O)CSCc2cc(=O)c3ccccc3[nH]2)s1	-11.6%	/	-1.0%	/	-1.6%	/	-3.2%	-7.3%	1.1%
COc1ccc(CNC(=O)COC(=O)c2sccc2C)cc1OC	-1.5%	i	-13.2%	-0.5	-0.6%	-21.6%	-3.5%	1.7%	-0.1%
O=C(CCNc1n[nH]c(=O)[nH]c1=O)N/N=C/c1ccc(C(F)(F)F)cc1	0.6%	i	1.0%	-2.7	1.5%	21.1%	-2.5%	-0.4%	0.6%
Cc1cccc(-c2nc3cc(NC(=O)C4CCCO4)ccc3o2)c1 (centres undefined)	-42.3%	i	-3.3%	-4.6	-2.0%	?	-24.1%	-14.9%	0.2%
COC(=O)Cn1c(=O)c(=O)n(CC(=O)OC)c2ccccc21	7.5%	i	0.8%	-4.7	0.5%	14.7%	?	-7.8%	-0.5%
Cc1ccc(N(CC(=O)NCc2ccc(F)cc2)C(=O)c2ccco2)cc1C	-6.8%	i	0.8%	-0.8	-1.4%	8.7%	2.0%	-31.1%	0.0%
O=S(=O)(c1ccc(Cl)nc1)N1CCc2ccccc21	2.0%	i	-3.2%	0.0	1.3%	-0.6%	3.6%	-5.7%	5.7%
O=C(Nc1ccccc1N1CCCC1)C1CCN(S(=O)(=O)c2ccc(F)cc2)CC1	0.9%	i	1.0%	-0.7	2.2%	16.6%	-2.2%	-11.2%	0.0%
CCCn1nnnc1NCc1ccc(OC)cc1OC	-1.1%	i	-0.2%	-1.4	1.1%	-17.5%	15.2%	-12.3%	-0.2%
CCS(=O)(=O)N1CCCC(C(=O)NCC2CCCO2)C1 (centres undefined)	-13.0%	i	-5.7%	-1.7	0.2%	5.0%	0.5%	-8.8%	0.1%
O=C(c1ccccc1S(=O)(=O)NCC(O)COc1ccc([N+](=O)[O-])cc1)N1CCCCC1 (centres undefined)	-2.2%	i	0.2%	0.8	0.9%	19.8%	?	-3.0%	0.0%
CC(C)CC(=O)NCCCCc1ccccc1	11.7%	i	0.4%	-1.7	2.4%	-9.8%	2.0%	3.0%	-0.6%
O=C(O)CCCCOn1ccnc1	-7.8%	i	-1.5%	0.5	1.9%	-3.5%	2.3%	-13.0%	-0.8%
O=[N+]([O-])c1ccc(N2CCSCC2)cc1	-10.3%	i	-10.5%	-0.4	2.3%	?	-20.9%	-15.9%	2.7%
CCOc1ccc(N2CC(c3nc4ccccc4n3CCCOc3ccc(OC)cc3)CC2=O)cc1 (centres undefined)	-4.0%	/	-10.6%	/	/	-9.3%	-27.6%	2.1%	-0.2%
COc1cccc(/C=N/NC(=O)c2nnn(-c3nonc3N)c2C(C)C)c1OCc1ccc(F)cc1	-35.2%	i	0.7%	-2.2	1.3%	?	?	10.7%	-0.1%
CCCOP(=O)(c1ccc(N(C)C)cc1)C(O)c1cc(OC)ccc1OC (centres undefined)	-3.2%	i	-2.9%	-2.5	-0.8%	-2.1%	-11.0%	2.5%	-0.6%
COc1cccc(NC(=O)CN(C)CC(=O)Nc2ccc(Br)cc2)c1	4.9%	i	5.8%	0.3	-16.8%	9.3%	-9.7%	20.8%	-0.4%
